# CHX counter = Cycloheximide Counterscreen for Small Molecule Inhibitors of Shiga Toxin | max response, % | cell reporter, cycloheximide protein synthesis inhibition counterscreen | 300,000 tested, 12% active; in the data active = max response mostly above about 13%, no sharp cut-off; inactive = mostly below about 14%; note: read at 38.3 µM for the half of the compounds with a filed dose; 0% is about no effect
# Pf growth 48h = Primary qHTS for delayed death inhibitors of the malarial parasite plastid, 48 hour incubation. Potency, µM (series often up to 28.7 µM), inactives show top-dose activity change, negative = inhibition, usual class: inhibitors. 310,000 tested, 5.9% active. P. falciparum luciferase growth in erythrocytes, 48 h; note: potency is the fitted concentration of half-maximal effect; % is set by controls: 0 for no effect and ±100 for the full control effect
#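 Luciferase-expressing P. falciparum in infected erythrocytes (2% hematocrit, 0.1% parasitemia final) in RPMI 1640/0.5% Albumax were exposed to compound for 48 hours at 37 C, 5% CO2; growth read as luminescence.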
# Shiga inhibitor = A qHTS for Small Molecule Inhibitors of Shiga Toxin; Vero cells, Shiga toxin protein synthesis inhibition reporter; inhibition, % at 38.7 µM; 290,000 tested, 9.2% active; AID 2315, 2010; in the data active = inhibition mostly above about 28%, no sharp cut-off; inactive = mostly below about 43%; note: 0% is about no effect
# Pf growth 96h = Primary qHTS for delayed death inhibitors of the malarial parasite plastid, 96 hour incubation. P. falciparum luciferase reporter growth, 96 h. Potency, µM (titrated, usually from 28.7 µM), for inactives: top-dose activity change, negative = inhibition, hits mostly inhibitors. 320,000 tested, 6.9% active; note: potency is the fitted concentration of half-maximal effect; % is set by controls: 0 for no effect and ±100 for the full control effect
#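 96 h incubation, 37 C, 5% CO2, of luciferase-reporter P. falciparum-infected RBCs (2% hematocrit, 0.05% parasitemia final) with test compounds; endpoint luminescence.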
# Giardia FBPA inh = qHTS Assay for Inhibitors of Fructose-1,6-bisphosphate Aldolase from Giardia Lamblia; A8B2U2; purified Giardia FBPA; Potency, µM (doses to about 59.6 µM), without a hit: at the highest dose activity, negative = inhibition, most hits filed as inhibitors; 290,000 tested, 0.71% active; AID 2451, 2010; note: potency is the fitted concentration of half-maximal effect; % is set by controls: 0 for no effect and ±100 for the full control effect; nearly all actives have a fitted effect of over 55% in size
# Target sequence (A8B2U2 whole entry, looked up): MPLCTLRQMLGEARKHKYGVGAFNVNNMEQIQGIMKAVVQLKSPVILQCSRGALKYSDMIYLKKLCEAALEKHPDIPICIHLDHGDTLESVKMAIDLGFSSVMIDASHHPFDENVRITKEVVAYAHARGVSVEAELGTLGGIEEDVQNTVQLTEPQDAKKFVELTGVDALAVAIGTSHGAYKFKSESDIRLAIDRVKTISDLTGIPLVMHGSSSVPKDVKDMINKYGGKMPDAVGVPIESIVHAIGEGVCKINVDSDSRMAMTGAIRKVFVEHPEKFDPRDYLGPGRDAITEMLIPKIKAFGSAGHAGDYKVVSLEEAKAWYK
#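 40 nM FBPA preincubated 10 min at RT with compound (up to 57.5 uM final), then substrate plus GAPDH/TPI/NAD/arsenate coupling and diaphorase/resazurin added. Fluorescence read after 20 min at RT, 525/598 nm.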
# Sm TGR inh = qHTS Assay for the Inhibitors of Schistosoma Mansoni Peroxiredoxins | Schistosoma mansoni thioredoxin glutathione reductase (TGR), Q962Y6 | purified TGR, DTNB reduction, TNB absorbance 405 nm | Potency, µM (series often up to 114 µM), inactives show top-dose activity change, negative = inhibition, most hits filed as inhibitors | 360,000 tested, 3% active | AID 485364, 2010; note: potency is the fitted concentration of half-maximal effect; % is set by controls: 0 for no effect and ±100 for the full control effect; nearly all actives have a fitted effect of over 60% in size
#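 First, TGR (20 nM dispensed) and NADPH were mixed with compound. Second, a 15 min room-temperature incubation followed. Third, further NADPH and then DTNB were added to start the reaction. Finally, TNB absorbance was monitored kinetically.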
# Numbers without * were called inactive; ? = inconclusive; / = not tested or not shown; [ ] = dose if it differs, or a comment. Unless noted, calls come from the whole dose curve; as a rule, active = well fitted curve in the direction sought with a large enough effect; inconclusive = small, poorly fitted or top-dose-only effect, or another doubt; inactive = no such curve, though single readings can be large; an effect the other way counts as inactive or inconclusive.
no. | Molecule | CHX counter | Pf growth 48h | Shiga inhibitor | Pf growth 96h | Giardia FBPA inh | Sm TGR inh
1 | CC1=NN(C(N)=S)C(=O)C1N=Nc1cccc(Cl)c1 (configuration not stated) | 44* | / | 79* | 24% | 22% | ?
2 | O=C1Nc2ccccc2CCC1Sc1nnc(-c2ccc(Cl)cc2)s1 (configuration not stated) | -2 | 13µM* | -4 | ? | 2% | -2%
3 | COc1ccc(C(O)c2nc3ccccc3s2)cc1 (configuration not stated) | -3 | 0% | 20 | 34%[activator] | 0% | -1%
4 | CCOc1ccc(NC(=O)c2sc3nc(N4CCOCC4)c4c(c3c2N)CC(C)(C)OC4)cc1 | -1 | ? | -3 | ? | / | 3%
5 | CCNC(=O)C(=O)Nc1cc2c3c(c1)CCC(=O)N3CCC2 | -3 | 7% | 0 | 18% | -2% | 3%
6 | COc1cc2[nH]ccc(=O)c2cc1OC | -5 | -1% | 20 | 4% | -11% | -2%
7 | O=C(CSCc1ccc(Cl)cc1)Nc1cccc(C(=O)O)c1 | 27* | 55%[activator] | 52* | 13% | 18% | -2%
8 | COC(=O)c1ccccc1NC(=O)COC(=O)/C=C/c1ccco1 | -2 | 18% | -8 | 27% | -1% | 25µM*
9 | CC(OC(=O)c1cccc(-n2cnnn2)c1)C(=O)N(C)c1ccccc1 (configuration not stated) | 1 | 17% | -14 | -1% | / | 2%
10 | O=C(NCc1ccccc1)c1ccc(Cl)cc1 | 17 | 40%[activator] | 12 | -1% | -1% | 7%
11 | CCNS(=O)(=O)c1ccc2nc(NC(=O)/C=C/c3cc(OC)c(OC)c(OC)c3)sc2c1 | 1 | -3% | -5 | -1% | 2% | -10%
12 | O=C(c1ccc2ccccc2c1)C1CCCN(S(=O)(=O)c2cccnc2)C1 (configuration not stated) | -2 | ? | 3 | 25% | -5% | ?
13 | O=C(O)CCCC(=O)Nc1ccccc1Br | -1 | 15% | -7 | ? | 9% | 1%
14 | Oc1cnc2ccccc2c1CN1CCOCC1 | 2 | -6% | 7 | 35%[activator] | -20% | 0%
15 | Cc1cc(C)c2[nH]c(=O)c(C(c3nnnn3CC3CCCO3)N3CCCC(C)C3)cc2c1 (configuration not stated) | -3 | 15µM* | -6 | / | -28% | 13µM*
16 | O=C(Nc1ccc(F)cc1)C1CCCN(S(=O)(=O)c2cccc3cccnc23)C1 (configuration not stated) | -2 | / | -4 | 7% | -4% | 20%
17 | COc1ccc(S(=O)(=O)N2CCOCC2)cc1NC(=O)Cc1c(F)cccc1Cl | / | ? | / | -12% | / | -6%
18 | O=C(CN1CCCCC1)NNc1nc(-c2ccccc2)c2cc(Cl)ccc2n1 | -1 | ? | -4 | -19% | 5% | /
19 | CCn1c(SCC(=O)c2ccc(F)cc2)nnc1-c1ccoc1C | 30* | 21% | 40 | 23% | -6% | 40µM*
20 | CC(C)(C)C(=O)Nc1ccc(S(=O)(=O)N2CCC(c3nc4ccccc4[nH]3)CC2)cc1 | / | 13µM* | / | 8.3µM* | / | 4%
21 | Cc1ccc[n+](-c2[nH]c(=O)sc2/C=N/N=C(\[O-])c2cccnc2)c1 | -2 | 16% | 28 | 3% | 2% | -16%
22 | COc1ccc(-n2nc3c(c2NC(=O)CCCl)CSC3)cc1 | -2 | -24% | 5 | ? | 1% | -5%
23 | CCC(C)NS(=O)(=O)c1ccc(OCC(=O)N2CCN(CC)CC2)cc1 (configuration not stated) | 1 | 0% | 2 | 7% | 2% | -7%
24 | O=c1c2cc(Cl)ccc2oc2nc3n(c(=O)c12)CCCS3 | -2 | -16% | -3 | -22%[5.75 µM] | 6% | 0%
25 | O=S(=O)(NCc1cccnc1)c1ccccc1 | -4 | / | -11 | -6% | -1% | 3%
26 | CC(OC(=O)Nc1cccc(Cl)c1)C(=O)O (configuration not stated) | -6 | 3% | -5 | 37%[activator] | 8% | 4%
27 | Cc1ccc(Cl)c(OCC(=O)OCC(=O)NC2CCCc3ccccc32)c1 (configuration not stated) | -1 | 10% | 9 | 20% | -1% | -3%
28 | CCCCNc1cc(Cl)nc(N)n1 | -1 | 41%[activator] | -2 | 39%[activator] | -16% | 9%
29 | CCc1cc(=O)oc2c(C)c(OC(C)C(=O)NCCCn3ccnc3)ccc12 (configuration not stated) | -3 | -15% | -1 | ? | 4% | 11%
30 | O=C(COc1cc(F)ccc1[N+](=O)[O-])Nc1ccc2c(c1)OCO2 | / | 90%[activator] | / | 83% | / | -2%
31 | O=C(NCc1ccc(F)cc1)c1cnc(Cl)c(Cl)c1 | 2 | 2% | 6 | 12% | 11% | 12%
32 | Fc1ccc(/C=C\c2nccc3c2[nH]c2ccccc23)cc1 | 13 | ? | 45 | 35%[activator][5.75 µM] | -11% | /
33 | COc1cc2c(cc1OC)C(c1ccccc1F)OC(=O)C2 (configuration not stated) | -1 | 17% | -3 | 55%[activator] | 4% | -3%
34 | CCN1CCN(S(=O)(=O)c2ccc(C(=O)Nc3ccccc3)cc2)CC1 | -1 | -5% | 1 | 73%[activator] | -1% | 0%
35 | COc1ccccc1NC(=O)/C(=N/OCc1ccc(C#N)cc1)C(C)=O | 7 | / | -16 | 32%[activator] | -1% | 77%[activator]
36 | O=C(COC(=O)c1cc[n+]([O-])cc1)Nc1ccc([N+](=O)[O-])cc1Cl | 1 | 20% | -10 | 27% | 0% | -7%
37 | CS(=O)(=O)c1ccc(Cl)c(NC(=O)CN2C(=O)C3CCCCC3C2=O)c1 (configuration not stated) | / | 6% | / | 52%[activator] | / | 6%
38 | Cc1ccc(/C=C/C(=O)c2nc3ccccc3[nH]2)cc1 | 45* | 4% | 68* | ? | -1% | -21%
39 | CCS(=O)(=O)c1ccc2c(c1)N(S(=O)(=O)c1ccc(C)cc1)CC(C(=O)O)O2 (configuration not stated) | 11 | ? | -16 | ? | 11% | -2%
40 | COc1cccc(CNC(=O)Cc2nc3nc(C)cc(C)n3n2)c1 | -4 | -10% | -6 | ? | -1% | -1%
41 | COC(=O)c1ccc(NC(=O)C(=O)c2cn(CC(=O)N3CCOCC3)c3ccccc23)cc1 | -11 | 14% | -2 | ? | / | 1%
42 | CCOC(=O)Cn1c(=NC(=O)c2cc(-c3cccs3)nc3ccccc23)sc2cc(S(N)(=O)=O)ccc21 | 1 | -23% | -13 | ? | 7% | -7%
43 | O=C(CCCN1Cc2ccccc2C1)c1ccc(F)cc1 | 22 | 20% | -5 | 5.2µM* | -2% | -6%
44 | CC(NCC1COc2ccccc2O1)C1COc2ccccc2O1 (configuration not stated) | 6 | 32%[activator] | -4 | 33%[activator] | ? | -20%
45 | COc1ccc(N2C(=O)CSC2c2ccc(F)c(F)c2)cc1 (configuration not stated) | -3 | -18% | -5 | ? | 5% | -3%
46 | O=C(CCNC(=O)c1ccc(Cl)cc1)Nc1c(F)c(F)cc(F)c1F | -1 | 15% | -8 | 20% | 7% | -10%
47 | COc1ccc(-n2c(Cc3cccn3C)nnc2SCC(=O)NC2CCCCC2)cc1 | -5 | ? | -16 | -31% | 4% | -30%
48 | CC(C)(C)NCC(O)COc1c(F)cc(Br)cc1F (configuration not stated) | -1 | 12µM* | -11 | / | -7% | 4%
49 | Cc1nc2cc(CC(=O)O)ccc2o1 | 1 | -26% | -3 | -4% | -1% | -2%
50 | CCN(Cc1ccccc1)S(=O)(=O)c1ccc(C(=O)N(CCCN(C)C)c2nc3cc(C)cc(C)c3s2)cc1 | / | ? | / | ? | / | 18%
51 | CCN1C(=O)N(CC)C2C1N(C(C)=O)C(=O)N2C(C)=O (configuration not stated) | -3 | 22% | -8 | ? | 7% | 0%
52 | Cc1cccc(-c2nc(CN3CCN(C(=O)C4CCCO4)CC3)cs2)c1 (configuration not stated) | 7.6* | 0% | 7 | -5% | -6% | -1%
53 | CC(C)C(C)NC(=O)CN1C(=O)NC2(CCc3ccccc3C2)C1=O (configuration not stated) | 1 | 12% | 3 | 0% | 1% | 6%
54 | O=c1[nH]c(=O)n(Cc2ccco2)c2c1C(C(F)(F)F)(C(F)(F)F)N=C(c1ccc(F)cc1)N2 | 5 | ? | 67* | / | 11% | 2%
55 | CCCN1CCC(NC(=O)c2cccc(Oc3ccccc3)c2)CC1 | -4 | 21% | -16 | 5% | / | -3%
56 | Cc1ccccc1N1CCN(S(=O)(=O)c2nnc(NC(=O)CC(C)C)s2)CC1 | -2 | 19% | -2 | -2% | ? | -8%

# From no. 1 up to 3, copied from above:
no. | Molecule | CHX counter | Pf growth 48h | Shiga inhibitor | Pf growth 96h | Giardia FBPA inh | Sm TGR inh
1 | CC1=NN(C(N)=S)C(=O)C1N=Nc1cccc(Cl)c1 (configuration not stated) | 44* | / | 79* | 24% | 22% | ?
2 | O=C1Nc2ccccc2CCC1Sc1nnc(-c2ccc(Cl)cc2)s1 (configuration not stated) | -2 | 13µM* | -4 | ? | 2% | -2%
3 | COc1ccc(C(O)c2nc3ccccc3s2)cc1 (configuration not stated) | -3 | 0% | 20 | 34%[activator] | 0% | -1%

# Among those listed so far, these have fluorine.
no. | Molecule | CHX counter | Pf growth 48h | Shiga inhibitor | Pf growth 96h | Giardia FBPA inh | Sm TGR inh
16 | O=C(Nc1ccc(F)cc1)C1CCCN(S(=O)(=O)c2cccc3cccnc23)C1 (configuration not stated) | -2 | / | -4 | 7% | -4% | 20%
17 | COc1ccc(S(=O)(=O)N2CCOCC2)cc1NC(=O)Cc1c(F)cccc1Cl | / | ? | / | -12% | / | -6%
19 | CCn1c(SCC(=O)c2ccc(F)cc2)nnc1-c1ccoc1C | 30* | 21% | 40 | 23% | -6% | 40µM*
30 | O=C(COc1cc(F)ccc1[N+](=O)[O-])Nc1ccc2c(c1)OCO2 | / | 90%[activator] | / | 83% | / | -2%
31 | O=C(NCc1ccc(F)cc1)c1cnc(Cl)c(Cl)c1 | 2 | 2% | 6 | 12% | 11% | 12%
32 | Fc1ccc(/C=C\c2nccc3c2[nH]c2ccccc23)cc1 | 13 | ? | 45 | 35%[activator][5.75 µM] | -11% | /
33 | COc1cc2c(cc1OC)C(c1ccccc1F)OC(=O)C2 (configuration not stated) | -1 | 17% | -3 | 55%[activator] | 4% | -3%
43 | O=C(CCCN1Cc2ccccc2C1)c1ccc(F)cc1 | 22 | 20% | -5 | 5.2µM* | -2% | -6%
45 | COc1ccc(N2C(=O)CSC2c2ccc(F)c(F)c2)cc1 (configuration not stated) | -3 | -18% | -5 | ? | 5% | -3%
46 | O=C(CCNC(=O)c1ccc(Cl)cc1)Nc1c(F)c(F)cc(F)c1F | -1 | 15% | -8 | 20% | 7% | -10%
48 | CC(C)(C)NCC(O)COc1c(F)cc(Br)cc1F (configuration not stated) | -1 | 12µM* | -11 | / | -7% | 4%
54 | O=c1[nH]c(=O)n(Cc2ccco2)c2c1C(C(F)(F)F)(C(F)(F)F)N=C(c1ccc(F)cc1)N2 | 5 | ? | 67* | / | 11% | 2%
